Assay outcomes (PubChem)
HTT ATP protect = qHTS Multiplex Assay to Identify Dual Action Probes in a Cell Model of Huntington: Cytoprotection (ATP). PC12 HTT-Q103 induced, cytoprotection, ATP luminescence, 40 h. Potency, µM (series often up to 56.4 µM), inactives show cytoprotection (ATP increase), hits mostly activators. hit rate 0.14% among 230,000. AID 1471, 2008;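 note: % of control where 0% means no effect; nearly all actives have a fitted effect of over 45% in size; toxic huntingtin expression switched on by the ecdysone agonist tebufenozide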
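ATP quantification (ATPlite) reports survival of PC12 cells in which tebufenozide, 100 nM final, switches on Htt exon 1 with 103 glutamines linked to GFP; compounds are titrated.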
JMJD2E inh = qHTS Assay for Inhibitors of Human Jumonji Domain Containing 2E (JMJD2E); Lysine-specific demethylase 4E (Homo sapiens), B2RXH2; JMJD2E catalytic domain, FDH-coupled NADH fluorescence (FDH is formaldehyde dehydrogenase); Potency, µM (highest dose often 57.1 µM), for inactives: at the top dose activity change, negative = inhibition, usual class: inhibitors; hit rate 1.6% among 230,000; AID 2147, 2009; active = well fitted inhibition curve with a large enough effect, not every such curve was filed as active; inconclusive = small, poorly fitted or top-dose-only effect, or another doubt; inactive = no such curve, though single readings can be large or run the other way;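 note: 0% = wells with enzyme and -100% = buffer wells without enzyme; nearly all actives have a fitted effect of over 50% in size; many of its hits are not listed in these tables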
Target sequence (B2RXH2 1-337 limits assumed): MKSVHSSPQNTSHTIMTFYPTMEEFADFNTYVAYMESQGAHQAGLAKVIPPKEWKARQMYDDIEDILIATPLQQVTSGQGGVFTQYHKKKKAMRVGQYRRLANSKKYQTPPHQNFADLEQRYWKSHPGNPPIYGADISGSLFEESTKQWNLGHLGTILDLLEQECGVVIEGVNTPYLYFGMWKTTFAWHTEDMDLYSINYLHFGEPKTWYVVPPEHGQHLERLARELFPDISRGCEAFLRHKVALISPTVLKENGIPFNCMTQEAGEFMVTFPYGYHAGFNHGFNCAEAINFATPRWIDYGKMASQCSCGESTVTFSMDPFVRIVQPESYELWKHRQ
HTT aggregate = qHTS Multiplex Assay to Identify Dual Action Probes in a Cell Model of Huntington: Aggregate Formation (GFP); PC12 HttQ103-GFP aggregates, Acumen cytometry, 40 h; Potency, µM (highest dose often 46.1 µM), for inactives: at the top dose activity change, negative = inhibition, hits mostly inhibitors; hit rate 1.1% among 220,000; AID 1688, 2009; note: % is set by controls: 0 for no effect and ±100 for the full control effect; nearly all actives have a fitted effect of over 60% in size
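Compounds (qHTS titration) were added to PC12 cells expressing an ecdysone-driven HTT exon 1 Q103–GFP fusion after induction with 100 nM tebufenozide. Aggregate formation was measured as GFP objects in cell lysates.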
SMN2 splice enh = qHTS Assay for Enhancers of SMN2 Splice Variant Expression. HEK293 SMN2-luciferase splicing reporter, luminescence, 30-36 h. Potency, µM (titrated, usually from 46.1 µM), inactives show at the top dose activity change, positive = activation, hits mostly activators. hit rate 2.8% among 210,000; note: % of control where 0% means no effect; nearly all actives have a fitted effect of over 55% in size
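HEK293 cells carry an SMN2 minigene-luciferase reporter in which exon 7 inclusion puts luciferase in frame. Cells were seeded at 2000 cells/well, attached for 10-12 hours, then exposed to compounds for 30-36 hours at 37C before ONE-Glo luminescence.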
Tau fibril ThT = qHTS for Inhibitors of Tau Fibril Formation, Thioflavin T Binding; Microtubule-associated protein tau (Homo sapiens), P10636; recombinant tau K18 P301L, heparin-induced fibrillization, ThT fluorescence; Potency, µM (titrated, usually from 57.4 µM), for the others: at the highest dose activity, negative = inhibition, most hits filed as inhibitors; hit rate 2.1% among 270,000; note: % is set by controls: 0 for no effect and ±100 for the full control effect; nearly all actives have a fitted effect of over 55% in size
Target sequence (P10636 561-689 P618L limits assumed): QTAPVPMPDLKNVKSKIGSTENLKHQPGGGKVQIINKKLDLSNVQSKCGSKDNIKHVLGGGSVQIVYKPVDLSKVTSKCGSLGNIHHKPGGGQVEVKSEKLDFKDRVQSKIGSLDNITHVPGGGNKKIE
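Using a mix of unlabeled (15 uM) and Alexa 594-labeled (0.24 uM) tau K18 P301L, heparin-triggered fibrillization over 6 hr at 37 C was scored by ThT fluorescence.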
ALDH1A1 block = qHTS Assay for Inhibitors of Aldehyde Dehydrogenase 1 (ALDH1A1); Purified ALDH1A1, NADH fluorescence, propionaldehyde substrate; hit rate 7.3% among 220,000; Potency, µM (highest dose often 75.3 µM), inactives show top-dose activity, negative = inhibition, actives largely listed as inhibitors; Aldehyde dehydrogenase 1A1 (Homo sapiens), P00352; active = well fitted inhibition curve with a large enough effect, not every such curve was filed as active; inconclusive = small, poorly fitted or top-dose-only effect, or another doubt; inactive = no such curve, though single readings can be large or run the other way;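 note: plate controls were no enzyme wells and a reference inhibitor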
Target sequence (P00352 whole entry, looked up): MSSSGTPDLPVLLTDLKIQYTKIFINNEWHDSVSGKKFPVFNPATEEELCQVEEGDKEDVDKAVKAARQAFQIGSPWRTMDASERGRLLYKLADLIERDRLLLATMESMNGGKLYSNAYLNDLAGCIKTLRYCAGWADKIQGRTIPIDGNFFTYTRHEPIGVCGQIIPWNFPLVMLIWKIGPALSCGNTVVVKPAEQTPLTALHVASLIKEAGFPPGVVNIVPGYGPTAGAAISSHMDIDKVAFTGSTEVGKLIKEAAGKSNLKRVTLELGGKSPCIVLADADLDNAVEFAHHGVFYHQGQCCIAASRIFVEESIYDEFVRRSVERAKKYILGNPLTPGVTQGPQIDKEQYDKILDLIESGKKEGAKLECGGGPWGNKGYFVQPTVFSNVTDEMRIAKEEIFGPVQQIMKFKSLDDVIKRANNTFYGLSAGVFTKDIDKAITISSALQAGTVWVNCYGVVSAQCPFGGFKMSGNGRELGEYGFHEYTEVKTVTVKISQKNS
Tau FP inhib = qHTS for Inhibitors of Tau Fibril Formation, Fluorescence Polarization. K18 P301L tau heparin fibrillization, Alexa594 FP, 6 h. AID 1468, 2008. Microtubule-associated protein tau (Homo sapiens), P10636. hit rate 0.39% among 280,000. Potency, µM (titrated, usually from 57.7 µM), inactives show at the top dose activity, negative = inhibition, usual class: inhibitors; note: % is set by controls: 0 for no effect and ±100 for the full control effect; nearly all actives have a fitted effect of over 55% in size
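Recombinant K18 P301L […], labeled with Alexa 594 at 0.24 uM over 15 uM unlabeled; heparin inducer 20 uM final; 37 C, 6 hr; FP endpoint.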
Tau fluor cs = Counterscreen qHTS for Inhibitors of Tau Fibril Formation, Fluorescence Polarization. Potency, µM (top dose mostly 57.7 µM), for the others: top-dose activity change, negative = decrease. hit rate 0.93% among 280,000. tau K18 P301L (four-repeat tau fragment) Alexa594 fluorescence, heparin fibrillization. AID 1463, 2008; note: % is set by controls: 0 for no effect and ±100 for the full control effect; nearly all actives have a fitted effect of over 55% in size
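Human K18 P301L tau (15 uM unlabeled plus 0.24 uM Alexa 594-labeled, final) in 100 mM sodium acetate pH 7 was mixed with compound and 20 uM heparin and incubated 6 hr at 37 C.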
An asterisk follows results filed as active; ? = inconclusive; . = not tested or not shown; [ ] = another dose, or the depositor's remark. Unless noted, calls come from the whole dose curve; as a rule, active = well fitted curve in the direction sought with a large enough effect; inconclusive = small, poorly fitted or top-dose-only effect, or another doubt; inactive = no such curve, though single readings can be large; an effect the other way counts as inactive or inconclusive. Potency is the fitted concentration of half-maximal effect. Not all compounds are listed; rates above refer to the full screens.

nr | mol | JMJD2E inh | Tau FP inhib | HTT aggregate | HTT ATP protect | ALDH1A1 block | SMN2 splice enh | Tau fluor cs | Tau fibril ThT
1 | O=c1c(-c2ccccc2)c(O)nc(SCCN2CCOCC2)n1-c1ccccc1 | -2.2% | 6.7% | 5.7% | . | 1.7% | 19.9% | 4.7% | 0.0%
2 | Nc1nc(-c2ccccc2)c(N=Nc2ccc(Cl)cc2)s1 | -6.3% | ? | -7.8% | -4.6%[10 µM] | 28.2µM* | -24.1% | ? | ?
3 | CC(C)(C)C(=O)OCCn1c(=O)c2cc3c(=O)n(CCOC(=O)C(C)(C)C)c(=O)c3cc2c1=O | 3.9% | -15.4% | -2.6% | -11.4% | 7.1% | . | -15.9% | -15.3%
4 | Cc1nn(CC(=O)NCC(C)c2ccccc2)c(=O)c2cc3ccccc3n12 (stereo unspecified) | . | -10.8% | . | . | . | 6.0% | 3.4% | 5.8%
5 | COc1ccc(-n2nc3c(c2NC(=O)c2ccc(S(=O)(=O)N4CCOCC4)cc2)CS(=O)(=O)C3)cc1 | -8.8% | -8.6% | -0.9% | -14.4% | ? | -12.0% | -9.7% | -1.8%
6 | Cc1[nH]c2ccccc2c1Cc1nnc(SCCC#N)o1 | -0.2% | 6.4% | 12.4% | ? | 3.4% | -44.5%[inhibitor] | -13.7% | 0.0%
7 | Fc1ccc(CSc2ncnc3ccccc23)cc1 | -7.3% | 6.9% | 15.5% | -17.0%[10 µM] | -5.7% | -10.6% | 17.6% | 13.8%
8 | O=C1NC2c3ccccc3C(=O)N2c2c1cnn2-c1ccccc1 (stereo unspecified) | -8.4% | -0.9% | -1.1% | -3.9%[10 µM] | ? | 6.3% | 2.1% | -5.8%
9 | CC(=O)Nc1ccc(OCC(O)Cn2cnc3ccccc32)cc1 (stereo unspecified) | -3.2% | 0.1% | -7.1% | -2.5% | 12.7% | -18.8% | 2.0% | -9.4%
10 | CN1CCN(NC(=O)C2CC2)CC1 | 9.6% | -1.2% | 4.1% | 7.1%[10 µM] | 0.6% | 6.1% | -2.1% | -1.8%
11 | COc1ccc(NCc2ccccc2-c2nnc(-c3ccccc3)o2)cc1Cl | . | 11.7% | . | . | . | 9.6% | -24.1% | -2.4%
12 | CCN(CC)CCOc1c(Br)ccc2c1sc1nc3n(c(=O)c12)CCC3 | -14.3% | -4.0% | -18.5% | -11.7% | ? | -29.3% | -6.3% | -12.1%
13 | COc1ccc(C(NC(=O)C2CCCCC2)c2c(O)ccc3ccccc23)cc1 (stereo unspecified) | ? | -1.7% | ? | 9.0%[10 µM] | -7.1% | 14.0% | -21.6% | 3.0%
14 | O=S(=O)(c1ccc(F)cc1)c1nc(-c2ccco2)oc1Nc1ccccc1 | ? | -4.1% | -0.2% | -24.3%[10 µM] | ? | 16.8% | -26.6% | -1.6%
15 | COc1ccc(-n2nnnc2C2CCN(S(=O)(=O)c3ccc(F)cc3Cl)CC2)cc1 | . | -5.5% | . | . | . | 4.5% | -26.9% | -4.7%
16 | O=C(c1cccc([N+](=O)[O-])c1)c1ccc2c(c1)C(=O)NC2=O | 1.4% | 4.7% | 4.9% | -18.4% | -0.5% | 6.0% | 2.8% | 3.3%
17 | CC1CCCN(CCCCOc2cccc(Br)c2)C1 (stereo unspecified) | 2.9% | -3.9% | 7.7% | -25.0%[10 µM] | -11.7% | -5.2% | -4.0% | 0.4%
18 | Cn1nc(C(F)(F)F)c(C(=O)Nc2ccc(Cl)cc2)c1Cl | 10.0% | 3.7% | -1.5% | -23.8% | 5.1% | -19.9% | -13.5% | -11.0%
19 | Cc1cccc(C)c1NC(=S)N/N=C/c1ccc(OCCC(C)C)cc1 | -9.5% | 4.2% | 3.0% | -8.7% | 2.3% | -19.6% | -18.1% | -4.2%
20 | CCCCc1cc(=O)oc2cc(OCC(=O)N(CC)CC)c(Cl)cc12 | ? | 4.2% | 16.7% | 6.6% | ? | -5.2% | 4.6% | -3.9%
21 | O=C(COC(=O)c1ccco1)Nc1ccccc1 | 6.4% | 5.2% | -13.2% | 0.0%[10 µM] | 4.7% | 12.2% | 2.4% | -7.2%
22 | Cc1ccc(C(=O)NC(C)c2ccc3c(c2)OCO3)s1 (stereo unspecified) | -5.6% | -3.2% | 16.3% | . | 2.0% | -15.7% | -2.2% | 3.6%
23 | O=C(NCc1ccccc1)NC12CC3CC(CC(C3)C1)C2 | -3.0% | -1.0% | -26.6%[9.22 µM] | -8.7%[10 µM] | . | . | -9.1% | .
24 | Cc1cc(N2CC(=O)N(CCc3ccccc3)C(=O)C2)n2ncnc2n1 | 2.2% | -3.7% | 0.8% | -4.3% | -11.0% | 4.3% | 2.0% | -5.6%
25 | CC1CC(C)CN(CCC(=O)Nc2ccc3c(c2)CCC3)C1 (stereo unspecified) | -3.2% | 0.1% | . | . | -9.8% | -16.4% | -4.2% | -7.6%
26 | Cc1cccc2nc(-c3cccnc3)c(NCCC(C)C)n12 | ? | 2.4% | 22.8%[9.22 µM] | 6.6%[10 µM] | ? | -13.2% | -23.6% | ?
27 | Cc1ccc(-c2[nH]nc3c2C(c2ccoc2)C(C#N)=C(N)O3)cc1C (stereo unspecified) | ? | ? | 22.3% | 25.5% | -3.9% | 0.6% | ? | 31.6µM*
28 | COc1ccc(/C=N/NC(=O)c2ccccc2)cc1OS(=O)(=O)c1ccccc1 | ? | ? | ? | -43.4%[10 µM] | 14.1µM* | 24.4% | ? | -13.8%
29 | COCCCn1nnnc1SCC(=O)N1c2ccccc2CC1C (stereo unspecified) | -15.9% | 8.8% | 9.1%[9.22 µM] | -11.2%[10 µM] | ? | . | -2.8% | 2.0%
30 | CSc1cccc(NC(=O)N2CCN(C)CC2)c1 | 2.6% | -4.5% | -30.5%[9.22 µM] | -5.2%[10 µM] | . | . | -3.6% | ?
31 | O=C(Oc1ccccc1)c1ccc2nccnc2c1 | -0.7% | -3.4% | -14.5% | -11.5% | ? | . | -19.5% | ?
32 | S=c1[nH]cnc2sc(Nc3ccccc3)nc12 | -4.6% | ? | 22.3%[9.22 µM] | -2.2%[10 µM] | 11.4% | . | -22.8% | ?
33 | COC(=O)Cn1cnc2c(cnn2-c2ccccc2)c1=O | -23.7% | -7.2% | -10.2% | 3.0% | 0.7% | . | -4.1% | -8.0%
34 | Cc1ccc(NC(=O)CSCC(=O)NCCc2ccccn2)c(C)c1 | 2.9% | -2.1% | 14.0% | -14.0% | ? | 0.9% | 6.9% | 6.3%
35 | O=C(CN(Cc1ccccc1)S(=O)(=O)c1ccccc1)N/N=C/c1ccccc1C(=O)O | -0.7% | 1.7% | -5.5%[9.22 µM] | 14.6%[10 µM] | ? | . | -4.7% | -11.0%
36 | CCCN1CCN(C(=O)c2ccc(Sc3ccc(C)cc3)c(NC(C)=O)c2)CC1 | -5.6% | 0.6% | -4.1% | -21.9% | -12.4% | 6.8% | -4.7% | -0.4%
37 | Cc1c(C(=O)N2CCOCC2)sc2ncn(CC(=O)N3CCC(C)CC3)c(=O)c12 | 3.6% | 5.7% | 15.7% | -5.1%[1.9 µM] | -8.3% | 2.4% | 1.6% | 4.0%
38 | S=C(NCc1cccnc1)Nc1ccc(Oc2ccccc2)cc1 | ? | -5.2% | ? | -204.9%[inhibitor] | 31.6µM* | -26.5% | ? | -13.3%
39 | COc1cc(NC(=S)NC2CC2)c(OC)cc1Cl | -6.1% | 3.1% | 20µM* | -5.1%[10 µM] | ? | -18.7% | 4.8% | -4.0%
40 | CC(C)(C)c1csc(NC(=O)c2ccc(Cl)s2)n1 | ? | -1.3% | 8.91µM* | -104.9%[inhibitor] | -13.8% | -17.0% | -21.9% | -17.6%
41 | COc1ccc(NC(=O)c2nc[nH]c2C(=O)N2CCN(C(=O)OC(C)(C)C)CC2)cc1 | -3.9% | -2.6% | -20.0%[9.22 µM] | 8.5%[10 µM] | . | . | -10.2% | -5.9%
42 | CN(C)/C=N/c1sc2c(c1C#N)CCCCC2 | -8.0% | 10.0% | 23.3% | . | 3.98µM* | ? | -9.0% | -13.3%
43 | CN(C)c1ccc(C(O)P(=O)(OCc2ccccc2)c2ccc(N(C)C)cc2)cc1 (stereo unspecified) | -16.7% | 3.6% | 20.5%[9.22 µM] | 34.4%[10 µM] | . | . | -6.1% | -14.7%
44 | O=C(COC(=O)c1ccncc1)Nc1ccccc1 | 2.8% | 6.5% | -8.4% | -4.1% | 5.2% | 8.8% | 4.2% | 2.5%

Some of these compounds in order of their number in Tau fibril ThT, largest number first.
| # | Molecule | JMJD2E inh | Tau FP inhib | HTT aggregate | ALDH1A1 block | Tau fibril ThT |
| --- | --- | --- | --- | --- | --- | --- |
| 44 | O=C(COC(=O)c1ccncc1)Nc1ccccc1 | 2.8% | 6.5% | -8.4% | 5.2% | 2.5% |
| 41 | COc1ccc(NC(=O)c2nc[nH]c2C(=O)N2CCN(C(=O)OC(C)(C)C)CC2)cc1 | -3.9% | -2.6% | -20.0%[9.22 µM] | . | -5.9% |
| 42 | CN(C)/C=N/c1sc2c(c1C#N)CCCCC2 | -8.0% | 10.0% | 23.3% | 3.98µM* | -13.3% |
| 43 | CN(C)c1ccc(C(O)P(=O)(OCc2ccccc2)c2ccc(N(C)C)cc2)cc1 (stereo unspecified) | -16.7% | 3.6% | 20.5%[9.22 µM] | . | -14.7% |

With a hit mark in HTT aggregate, of those listed so far:
| item | compound | JMJD2E inh | Tau FP inhib | HTT aggregate | ALDH1A1 block | Tau fibril ThT |
| --- | --- | --- | --- | --- | --- | --- |
| 39 | COc1cc(NC(=S)NC2CC2)c(OC)cc1Cl | -6.1% | 3.1% | 20µM* | ? | -4.0% |
| 40 | CC(C)(C)c1csc(NC(=O)c2ccc(Cl)s2)n1 | ? | -1.3% | 8.91µM* | -13.8% | -17.6% |
